procasp3 activ = activators of human procaspase-3 | recombinant procaspase-3 D3A, Ac-DEVD-pNA absorbance 405 nm | activation, % at 8.5 µM | 330,000 tested, 0.11% active | AID 463141;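 active = activation above the mean of all tested compounds plus 3 SD, cut at about 21% in these data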;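 note: 0% = DMSO alone and 100% = DMSO wells spiked with extra 5 µM PC-3 D3A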
Target sequence (P42574 whole entry D9A/D28A/D175A): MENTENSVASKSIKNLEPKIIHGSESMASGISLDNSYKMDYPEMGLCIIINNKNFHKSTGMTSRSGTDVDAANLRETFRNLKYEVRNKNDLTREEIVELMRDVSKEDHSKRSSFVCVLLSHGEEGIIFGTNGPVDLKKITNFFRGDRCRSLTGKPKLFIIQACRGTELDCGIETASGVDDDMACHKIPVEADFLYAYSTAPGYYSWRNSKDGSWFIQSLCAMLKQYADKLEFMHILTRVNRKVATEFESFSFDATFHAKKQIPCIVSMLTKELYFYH
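Compound: 8.5 µM single point, 0.8% DMSO / Material: Autoprocessing-dead procaspase-3 D3A mutant enzyme / Timing: 1 h preincubation plus 2 h reaction at 25 °C / Medium: Zinc-free HEPES/NaCl buffer with 0.01% Triton X-100 at pH 7.4 / Technique: 405 nm absorbance of p-nitroaniline, reads at 0 and 120 min / Repeats: one well per compound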
procasp7 counter = counter-screen: procaspase-7 (human) activation; P55210; recombinant procaspase-7, Ac-DEVD-pNA absorbance 405 nm; D23A/D198A/D206A triple mutant, cannot self-cleave; scale: DMSO 0, 5 µM enzyme 100; activation, % at 8.5 µM; 330,000 tested, 0.093% active; AID 463210;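 active = percent activation above the screen-wide mean plus 3 SD, cut at about 25% in these data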
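Assay system: Uncleavable procaspase-7 mutant enzyme / Input: 2 µM procaspase-7 mutant as dispensed / Dosing: single nominal 8.5 µM compound dose, 0.8% DMSO final / Timing: 1 h enzyme–compound preincubation and 2 h substrate reaction, both 25 °C / Detection: p-Nitroaniline absorbance at 405 nm, read at 0 and 120 min / Replication: singlicate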
PP5 inh = PP5 (human) phosphatase inhibition | P53041 | purified PP5c, OMFP substrate fluorescence | inhibition, % at 6.7 µM | 320,000 tested, 0.18% active | AID 1987;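 active = inhibition above the campaign's mean inhibition across all tested compounds plus 3 SD, cut at about 9.5% in these data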;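 note: 0% = DMSO only and 100% = 100 µM cantharidin control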
Target sequence (P53041 whole entry, looked up): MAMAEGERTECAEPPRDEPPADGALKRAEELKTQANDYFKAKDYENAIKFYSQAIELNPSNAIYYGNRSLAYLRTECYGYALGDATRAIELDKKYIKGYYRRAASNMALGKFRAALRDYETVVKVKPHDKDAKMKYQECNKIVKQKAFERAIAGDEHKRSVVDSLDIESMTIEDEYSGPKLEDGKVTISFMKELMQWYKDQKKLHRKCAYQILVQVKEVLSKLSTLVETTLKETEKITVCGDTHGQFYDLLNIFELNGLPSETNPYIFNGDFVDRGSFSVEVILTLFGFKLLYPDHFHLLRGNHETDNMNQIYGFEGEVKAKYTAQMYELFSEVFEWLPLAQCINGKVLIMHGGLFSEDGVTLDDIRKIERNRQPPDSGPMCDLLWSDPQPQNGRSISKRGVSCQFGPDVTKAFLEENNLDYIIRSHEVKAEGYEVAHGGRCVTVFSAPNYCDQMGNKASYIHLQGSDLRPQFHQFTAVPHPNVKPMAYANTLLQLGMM
core dimer inh = blocks dimerization of HCV core protein; TR-FRET GST/Flag-core106 dimerization, 1536-well; 300,000 tested, 0.33% active; inhibition, % at 5 µM;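 active = inhibition above the mean of all tested compounds plus 3 SD, set per screening campaign, cut at about 45% in these data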
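System: GST/Flag-tagged HCV core106 proteins. Incubation: compound-protein-antibody incubation 4 h at 22.5 °C. Technique: HTRF with 340 nm excitation, 617/671 nm emission. Medium: KF-containing HEPES buffer, pH 7.45, DTT, CHAPS, BSA. Read-out: inhibition (%) from 671 over 617 nm ratio. Also added: Eu(K)-anti-GST 90 ng/mL plus XL665-anti-Flag 1 µg/mL.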
GASC-1 inh = inhibitors of human GASC-1 (JMJD2C) demethylase. Q9H3R0. GST-JMJD2C(1-420) H3K9me3 demethylation, DELFIA europium. inhibition, % at 2.35 µM. 330,000 tested, 0.069% active;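 active = more than half of a compound's replicate wells show inhibition beyond 50%, single wells judged on their own value; inconclusive = some, but no more than half, of replicates pass 50% inhibition; inactive = no replicate passes 50% inhibition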;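 note: signal counts dimethyl H3K9 product captured on neutravidin plate; 0% = median of DMSO wells and 100% = 0.3 times that DMSO median; strong numbers were not always called active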
TPT1 inh = blocks Candida albicans tRNA 2'-phosphotransferase | recombinant caTPT1, FP RNA substrate dephosphorylation | inhibition, % at 5 µM | 300,000 tested, 0.81% active | AID 1962;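 active = inhibition above the mean of all tested compounds plus 3 SD, set per screening campaign, cut at about 24% in these data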;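 note: plate controls were DMSO alone for no effect and ferristatin control at 100 nM for full effect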
Fh CTSL1 inh = cathepsin L1 inhibition, PFM18AAP counter-screen | AID 1906 | 300,000 tested, 0.49% active | recombinant F. hepatica cathepsin L1, Z-Leu-Arg-MCA fluorescence | inhibition, % at 5.96 µM;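 active = inhibition above the mean of all tested compounds plus 3 SD, set per screening campaign, cut at about 17% in these data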;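 note: 0% = plate median of test compound wells and 100% = 1 µM Z-Phe-Ala-diazomethylketone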
PP1 counter = counter-screen for PP5 inhibitors: inhibitors of human PP1-alpha | inhibition, % at 6.7 µM | purified PP1alpha, OMFP fluorescence | AID 2235 | P62136 | 320,000 tested, 0.9% active;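 active = inhibition above the mean inhibition of all tested compounds plus 3 SD, computed separately for each screening campaign, cut at about 15% in these data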
Target sequence (P62136 whole entry, looked up): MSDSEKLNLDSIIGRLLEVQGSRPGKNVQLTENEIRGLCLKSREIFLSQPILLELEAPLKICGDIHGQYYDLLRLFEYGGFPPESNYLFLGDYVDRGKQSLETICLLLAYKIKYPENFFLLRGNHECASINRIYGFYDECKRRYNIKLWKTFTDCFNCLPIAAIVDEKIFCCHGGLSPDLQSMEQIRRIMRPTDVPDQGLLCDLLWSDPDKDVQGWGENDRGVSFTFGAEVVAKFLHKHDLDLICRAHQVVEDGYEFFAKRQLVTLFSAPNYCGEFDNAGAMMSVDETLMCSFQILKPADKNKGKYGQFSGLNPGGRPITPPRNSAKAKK
Efflux pump inh = inhibitors of Candida antifungal efflux pumps expressed in yeast; S. cerevisiae Candida pump triplex, Nile Red efflux; inhibition, % at 10 µM; 330,000 tested, 0.44% active;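 active = plate passing quality check with inhibition over a set limit, or well fluorescence over plate mean plus 4 SD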;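 note: Nile Red retained in pooled yeast measured as flow cytometry median fluorescence; 0% = buffer negative control and 100% = Enniatin B positive control; higher means more Nile Red kept so more efflux inhibition; some compounds called inactive have numbers as strong as hits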
* marks the source's active call; other numbers are inactive results; ? = inconclusive; / = not tested or not shown.

SMILES	procasp3 activ	procasp7 counter	PP5 inh	core dimer inh	GASC-1 inh	TPT1 inh	Fh CTSL1 inh	PP1 counter	Efflux pump inh
Cc1cc(/C=N/Nc2ncnc(N)c2[N+](=O)[O-])c(C)n1-c1ccccc1	4	1	-0.1	-3	-5	-3	3	3	0.0
Cc1cccc(C(=O)NC(=S)NC(C)c2ccccc2)c1 (stereo not given)	-6	-8	0.6	-8	-7	1	-3	3	0.1
O=C(COc1ccc2c3c(c(=O)oc2c1)CCCC3)NCc1cccnc1	-2	7	-0.7	-3	?	0	2	-3	-0.1
O=C(NCc1ccccc1)c1ccc(CNc2c(N3CCCC3)c(=O)c2=O)cc1	8	5	1.0	-1	0	-3	0	-4	0.0
Cc1ccc(C)c(N(CC(=O)NN=C2CCN(C)CC2)S(=O)(=O)c2ccccc2)c1	-4	1	1.1	-4	2	5	-4	1	1.5
CCCCCc1cc(=O)oc2c(C(CCN(CC)CC)c3cc(OC)c(OC)c(OC)c3)c(OC)cc(OC)c12 (stereo not given)	0	-1	2.4	-8	-13	-3	-2	4	0.2
CCCCNC(=O)Cc1cc(=O)[nH]c(=O)[nH]1	-7	-7	-5.7	-11	-17	-4	0	2	0.2
CCN1CCN(S(=O)(=O)c2ccc(Cl)c(C(=O)NC3CC3)c2)CC1	-2	-8	0.2	/	3	/	/	-3	0.0
COc1cc(CC(=O)OCC(=O)Nc2cc([N+](=O)[O-])ccc2Cl)cc(OC)c1OC	3	3	1.2	1	-6	-1	-3	3	-1.2
O=C(Cn1ncc2c3ccccc3n(Cc3ccccc3)c2c1=O)NCCCN1CCOCC1	-2	2	1.8	-8	6	-1	7	-2	-0.2

One compound at a time (already shown).
Listed for CCN1CCN(S(=O)(=O)c2ccc(Cl)c(C(=O)NC3CC3)c2)CC1 = procasp3 activ = -2; procasp7 counter = -8; PP5 inh = 0.2; core dimer inh = /; GASC-1 inh = 3; TPT1 inh = /; Fh CTSL1 inh = /; PP1 counter = -3; Efflux pump inh = 0.0
Listed for O=C(Cn1ncc2c3ccccc3n(Cc3ccccc3)c2c1=O)NCCCN1CCOCC1 = procasp3 activ = -2; procasp7 counter = 2; PP5 inh = 1.8; core dimer inh = -8; GASC-1 inh = 6; TPT1 inh = -1; Fh CTSL1 inh = 7; PP1 counter = -2; Efflux pump inh = -0.2

Additional records.
SMILES	procasp3 activ	procasp7 counter	PP5 inh	core dimer inh	GASC-1 inh	TPT1 inh	Fh CTSL1 inh	PP1 counter	Efflux pump inh
Cc1ccc(S(=O)(=O)N(C)C)cc1NC(=O)c1cccnc1Oc1ccccc1	-1	2	1.8	2	33	1	3	0	-0.1
CSc1ccc(/C=N/NC(=O)C[n+]2ccccc2)cc1	0	7	-0.4	2	17	-2	-4	-1	-0.2
COCc1cc(C)nc2sc(C(=O)Nc3ccccc3OC)c(N)c12	-12	-6	1.2	2	0	1	-1	-4	-0.2
CCOP(=O)(OCC)C(NC(=O)c1ccc(OC)cc1)c1ccccc1 (stereo not given)	0	-5	-0.6	-5	-8	2	-7	3	0.1
COc1cc(C2Nc3cccc4cccc(c34)N2)ccc1OC(C)=O	8	-1	2.5	-5	3	1	-1	3	-0.1
O=C(NC1CCCCC1)C(c1ccccc1)N(C(=O)c1csnn1)C1CCCC1 (stereo not given)	3	0	0.6	7	1	-2	3	-4	0.2
COc1ccc(/C=N/NC(=O)c2c(-c3ccccc3)noc2C)cc1	0	-2	-1.1	-7	-7	1	4	-4	-0.2
Cc1cc(=O)c2ccccc2n1CC(=O)NCc1ccccc1	-1	-113	0.1	0	6	-8	3	2	-0.3
CC(=O)Nc1nnc(-c2ccc(Cl)s2)o1	-1	-5	1.7	0	-15	-6	-4	3	-0.2
CCOC(=O)[C@H]1[C@H]2COc3ccc(C)cc3[C@@H]2N2C(=O)CN(Cc3ccc(OC)cc3)C(=O)[C@@]12C	2	6	1.2	/	-4	/	/	3	-0.4
COC(=O)c1cc(NS(=O)(=O)c2ccc(F)cc2)ccc1N1CCOCC1	-2	-1	-1.0	0	11	1	5	-2	0.0
CCn1c(SC)nnc1-c1nnc(SC)n1CC	6	-5	3.7	1	4	2	-1	-2	0.0
COc1ccc(/C=N/Nc2ncnc3scc(-c4ccccc4)c23)cc1OC	-24	-9	2.7	-2	0	-6	1	-5	0.1
O=C(NC1CC2CCCC(C1)N2S(=O)(=O)c1ccccc1)c1ccccc1 (stereo not given)	3	-4	0.7	-2	-3	-8	-3	-4	0.0
O=C(CC1Oc2ccccc2NC1=O)NCCCN1CCCC1=O (stereo not given)	-4	-1	4.3	1	6	4	2	-9	0.2
Cc1ccc(-c2nnn(CC(=O)N(CCN3CCOCC3)C(C(=O)NC3CCCC3)c3ccncc3)n2)o1 (stereo not given)	0	6	0.6	-4	0	-4	-3	1	0.0
N#Cc1ccc(S(=O)(=O)NCC(=O)OCC(=O)N2CCCC2=O)cc1	-1	3	-0.4	2	-3	2	-7	0	0.1
CCC(C)(C)n1nnnc1C(c1cc(OC)ccc1OC)N1CCC(C(N)=O)CC1 (stereo not given)	10	0	0.8	-10	7	-3	2	0	-0.1
N#Cc1c(N)oc(-c2cccs2)c1-c1cccs1	3	-4	-3.3	38	-13	7	-2	-4	-0.1
Clc1ccc(-c2nnnn2-c2ccc(Cl)c(Cl)c2)cc1Cl	-4	0	1.9	10	2	0	3	4	0.0
CCc1c(C)c2ccc(OCC(=O)OC(C)C)c(C)c2oc1=O	12	-7	1.8	4	0	-2	-1	3	-0.1
Cc1c(C)c2ccc(OC(C)C(=O)NC3CC(C)(C)NC(C)(C)C3)cc2oc1=O (stereo not given)	3	2	2.3	-4	-13	-4	-6	11	-0.4
CC[C@H]1c2[nH]c3ccccc3c2C[C@@H]2C(=O)N(c3ccc(F)cc3)C(=O)N21	6	4	2.8	-4	/	1	-2	-1	0.1
O=C(O)c1ccc(CS(=O)(=O)c2c(Cl)cccc2Cl)o1	-5	-5	-2.2	2	2	-6	9	2	0.0
COc1cc(NC2c3ccccc3C(=O)N2c2ccc(C)cn2)cc(OC)c1OC (stereo not given)	6	-8	0.1	21	-2	1	5	4	-0.1
Cc1ccc(S(=O)(=O)n2ccc3c2CCCC3=O)cc1	-6	4	-0.1	-9	50	0	-4	1	-0.3
O=C(O)CN1C(=O)NC2(CCCc3ccccc32)C1=O (stereo not given)	-5	-13	-7.8	-12	-10	-1	6	0	-0.1
O=C(CSc1nnc(-c2ccc(S(=O)(=O)N3CCOCC3)cc2)o1)c1ccccc1F	4	5	-4.5	-2	-6	0	0	4	0.2
Cc1cc(C)n2ncc(C(=O)NCc3cccnc3)c2n1	12	11	-6.4	-4	7	-4	2	-8	0.0
CCN1C(=O)CSC1=NC1C2CC3CC(C2)CC1C3 (stereo not given)	-1	-1	-1.6	3	10	0	2	-2	-0.2

Taken from above.
For core dimer inh, O=C(O)c1ccc(CS(=O)(=O)c2c(Cl)cccc2Cl)o1 has the entry 2
For Efflux pump inh, O=C(Cn1ncc2c3ccccc3n(Cc3ccccc3)c2c1=O)NCCCN1CCOCC1 has the entry -0.2
For procasp3 activ, CCn1c(SC)nnc1-c1nnc(SC)n1CC has the entry 6
For PP1 counter, O=C(CC1Oc2ccccc2NC1=O)NCCCN1CCCC1=O (stereo not given) has the entry -9
For procasp7 counter, CCN1C(=O)CSC1=NC1C2CC3CC(C2)CC1C3 (stereo not given) has the entry -1

Random excerpt: 2 records from the list.
SMILES	procasp3 activ	procasp7 counter	PP5 inh	core dimer inh	GASC-1 inh	TPT1 inh	Fh CTSL1 inh	PP1 counter	Efflux pump inh
O=C(CSc1nnc(-c2ccc(S(=O)(=O)N3CCOCC3)cc2)o1)c1ccccc1F	4	5	-4.5	-2	-6	0	0	4	0.2
O=C(O)c1ccc(CS(=O)(=O)c2c(Cl)cccc2Cl)o1	-5	-5	-2.2	2	2	-6	9	2	0.0

(listing goes on)
SMILES	procasp3 activ	procasp7 counter	PP5 inh	core dimer inh	GASC-1 inh	TPT1 inh	Fh CTSL1 inh	PP1 counter	Efflux pump inh
Cc1ccc(S(=O)(=O)Cn2nnnc2CN2CCOCC2)cc1	-6	-4	3.0	4	1	1	-1	-1	0.1
CN(C)/C=C(\C#N)C(=O)N/N=C/c1ccc(Cl)cc1	6	7	2.0	-1	28	-3	1	-5	-0.1
O=C(CC1CCCC1)NCCS(=O)(=O)N1CCN(c2ccc(F)cc2)CC1	-6	-2	-0.8	0	-12	1	-7	-3	0.2
CN1CCN(C(=O)C2CCN(c3ncc(C(F)(F)F)cc3Cl)CC2)CC1	10	0	0.0	-9	21	0	0	0	0.1
COc1cc(C(=O)NCCc2ccc(S(=O)(=O)N3CCCC3)cc2)cc(OC)c1OC	13	5	-2.6	1	-6	1	1	-3	-0.1
Cc1ccccc1-c1nc(CN2CCC(C(=O)NC3CCCCC3)CC2)c(C)o1	9	8	0.1	-5	-31	2	-1	-3	0.1
FC(F)(F)c1cccc(Cc2noc(CN3CCC(N4CCCCC4)CC3)n2)c1	3	0	2.0	6	-4	-2	-1	-1	0.0
O=C(NC1CCS(=O)(=O)C1)c1ccc(Br)s1 (stereo not given)	13	5	/	/	6	/	/	/	-0.1
Cc1cc(NC(=O)c2ccco2)sc1C	11	1	1.0	/	10	/	/	-1	0.2
O=C1C2C3CCC(C3)C2C(=O)N1Cc1ccccc1 (stereo not given)	4	13	1.6	3	2	0	-5	1	-0.3
CCC(CC)NC(=O)Nc1ccccc1C	5	4	-2.6	-9	4	2	-2	-4	0.5
COC(=O)[C@H](CCSC)NC(=O)NCc1cccs1	1	-1	1.4	2	6	-1	4	-1	6.7*
Cc1nc2sc(C(c3ccc(F)cc3)N3CCOCC3)c(O)n2n1 (stereo not given)	-2	-1	3.3	-8	-9	-3	-1	-8	-0.2
O=C(Nc1ccsc1C(=O)NC1CCCCC1)c1ccc(F)cc1	-2	-10	1.2	9	-10	-2	2	-3	-0.2
Cc1cc(N2CCOCC2)ccc1/C=C1\NC(=O)N(Cc2ccccc2F)C1=O	2	-2	-2.8	-13	-16	6	3	-5	0.3
Cc1ccccc1[C@@H](NC(=O)OC(C)(C)C)C(=O)OC(C)(C)C	4	8	1.6	/	7	/	/	-1	0.0
CN(C)S(=O)(=O)c1ccc(C(=O)Nc2ccc(S(=O)(=O)NC3=NCCCCC3)cc2)cc1	-5	6	2.4	3	3	-2	-4	0	0.1
CCCCOc1ccc(C(=O)NCC(=O)NCCOc2ccc(C)cc2)cc1	2	-3	0.2	/	3	/	/	2	-0.1
Cc1cccc(NC(=O)Nc2cnccn2)c1	-3	2	0.7	-6	24	0	-1	-4	0.1
CCOC(=O)c1csc(N/N=C2\CCc3ccccc32)n1	-5	1	2.6	-3	36	0	2	19*	-0.1

From PubChem
